UBC13 inh = inhibitors of human UBC13 polyubiquitin chain formation | P61088 | TR-FRET | inhibition, % at 20 µM | actives 0.47% (n = 330,000) | AID 485273; in the data active means inhibition above about 45%, passing the limit was not always enough
SENP6 block = blocks the human protease SENP6 | Q9GZR1 | Recombinant SENP6 catalytic domain, aminoluciferin luminescence | inhibition, % at 10 µM | actives 1.8% (n = 330,000) | AID 2599;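 active means inhibition above about 50% at the single tested dose, limit read from the data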;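 further: plate controls were DMSO wells with enzyme for no effect and DMSO wells lacking enzyme for full effect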
Target sequence (Q9GZR1 628-1112 limits assumed): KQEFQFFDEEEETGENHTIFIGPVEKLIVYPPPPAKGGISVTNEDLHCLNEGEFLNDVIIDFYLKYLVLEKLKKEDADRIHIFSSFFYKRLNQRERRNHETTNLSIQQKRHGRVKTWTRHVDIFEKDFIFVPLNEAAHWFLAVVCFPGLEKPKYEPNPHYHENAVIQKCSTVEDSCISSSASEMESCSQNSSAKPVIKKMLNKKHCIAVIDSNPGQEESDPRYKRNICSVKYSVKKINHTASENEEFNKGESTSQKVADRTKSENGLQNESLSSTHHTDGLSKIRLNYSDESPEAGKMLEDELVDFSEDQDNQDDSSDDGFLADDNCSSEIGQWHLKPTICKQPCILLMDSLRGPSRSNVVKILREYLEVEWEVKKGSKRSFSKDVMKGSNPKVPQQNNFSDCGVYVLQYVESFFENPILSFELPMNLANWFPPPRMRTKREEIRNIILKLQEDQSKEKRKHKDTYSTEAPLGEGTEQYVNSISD
SENP7 inh = SENP7 protease inhibition. actives 1.5% (n = 330,000). Q9BQF6. inhibition, % at 5 µM. recombinant SENP7, Z-RLRGG-aminoluciferin luminescence, 40 min. AID 434973;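 active means inhibition above about 50% at the single test dose, limit read from the data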;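 further: plate controls were DMSO with enzyme for no effect and no enzyme buffer wells for full effect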
Target sequence (Q9BQF6 706-1050 limits assumed): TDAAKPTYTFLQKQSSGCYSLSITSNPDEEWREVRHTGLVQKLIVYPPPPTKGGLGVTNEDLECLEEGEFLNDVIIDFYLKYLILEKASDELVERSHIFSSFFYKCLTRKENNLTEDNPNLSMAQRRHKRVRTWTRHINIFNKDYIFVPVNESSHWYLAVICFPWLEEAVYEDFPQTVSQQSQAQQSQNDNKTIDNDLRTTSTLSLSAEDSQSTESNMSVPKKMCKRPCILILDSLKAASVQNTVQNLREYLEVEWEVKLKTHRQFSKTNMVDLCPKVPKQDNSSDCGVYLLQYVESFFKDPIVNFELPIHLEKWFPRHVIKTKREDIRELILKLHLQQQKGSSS
Apaf-1 inh = human Apaf-1 inhibition; O14727; reconstituted apoptosome caspase-3 activity, DEVD-Rh110 fluorescence; inhibition, % at 20 µM; actives 0.71% (n = 330,000); AID 489030; active means inhibition of at least 40% at 20 µM;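 further: plate controls were DMSO wells for no effect and DEVD-CHO caspase inhibitor wells for full effect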
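Assay system – apoptosome proteins · Medium – Hepes buffer, pH 7.5 · Also added – cytochrome c with DEVD-Rh110 · Timing – 30 min compound preincubation, 50 min activation, room temperature · Detection – Rh110 fluorescence, excitation 480 nm, emission 540 nm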
SENP8 block-1 = SENP8 (human) protease inhibition. recombinant SENP8, Nedd8 substrate fluorescence. AID 602440. actives 0.64% (n = 360,000). inhibition, % at 20 µM; in the data active means inhibition mostly above about 40%, no sharp cut-off; inactive means mostly below about 27%
SENP1 FRET inh = inhibitors of human SENP1 SUMO protease catalytic domain; Q9P0U3; recombinant SENP1 catalytic domain, CyPet-SUMO1-YPet FRET cleavage; inhibition, % at 10 µM; actives 0.21% (n = 360,000); AID 624204;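 active means inhibition at least 30% at 10 µM, raw YFP signal under a set limit, fluorescence ratio 0.5 to 1.5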;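 further: 0% = enzyme with DMSO and 100% = no enzyme wells; some results filed as inactive read as strong as hits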
Target sequence (Q9P0U3 419-644 limits assumed): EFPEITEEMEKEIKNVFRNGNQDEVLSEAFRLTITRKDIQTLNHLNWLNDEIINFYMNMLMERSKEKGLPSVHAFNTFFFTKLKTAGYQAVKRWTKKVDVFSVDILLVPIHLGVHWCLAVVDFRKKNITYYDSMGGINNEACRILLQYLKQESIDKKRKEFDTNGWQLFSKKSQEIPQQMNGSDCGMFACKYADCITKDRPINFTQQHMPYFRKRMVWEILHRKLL
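Assay system – human recombinant His6-tagged SENP1 catalytic domain enzyme · Input – SENP1 enzyme, 20 pM final · Buffer or medium – Tris pH 8 buffer plus EDTA, NaCl, BME, BSA, NP40, catalase · Schedule – 50 min reaction at room temperature · Technique – FRET read of cyan and yellow fluorescence · Control set – no-enzyme wells low, DMSO-plus-enzyme wells high control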
A3G deaminase = blocks human APOBEC3G single-stranded DNA deamination; inhibition, % at 20 µM; recombinant A3G, ssDNA deamination FAM/TAMRA fluorescence; actives 0.28% (n = 330,000); AID 493012;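 active means inhibition of at least 40% at 20 µM, with no more than 30% in the related APOBEC3A deaminase screen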;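 further: plate controls were DMSO wells with A3G for no effect and wells lacking A3G enzyme for full effect; some compounds called inactive have numbers as strong as hits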
SENP8 block-2 = blocks the human protease SENP8; purified SENP8, Z-RLRGG-aminoluciferin cleavage, luminescence; inhibition, % at 10 µM; actives 1.2% (n = 330,000); AID 2540; in the data active means inhibition above about 50%
* = called active by the depositor; nt = no result given.

SMILES,UBC13 inh,SENP8 block-2,SENP6 block,SENP8 block-1,Apaf-1 inh,SENP1 FRET inh,SENP7 inh,A3G deaminase
CCOc1ccc(S(=O)(=O)NC(C)(C)C)cc1-c1nc2c(C(C)(C)C)nn(C)c2c(=O)[nH]1,13,2,2,2,21,5,9,1
COC(=O)c1c(NC(=O)COC(=O)[C@@H](NS(=O)(=O)c2ccccc2)C(C)C)sc2c1CCC2,-3,-9,-6,-94,22,-3,4,-5
O=S(=O)(c1cccc2ccccc12)N1CCSC1,2,4,1,26,11,4,10,2
Cc1ccc(C23CC4CC(CC(C(N)=O)(C4)C2)C3)cc1,12,0,-5,3,1,0,-6,-3
Cc1noc(C)c1COc1ccc(C(=O)OCC(=O)Nc2ccc(S(N)(=O)=O)cc2)cc1,3,10,-1,10,-9,0,5,-9
O=[N+]([O-])c1ccc2c(c1)c1ccccc1n2CCO,-3,1,4,2,-3,-3,10,-9
Cc1ccn2c(NC3CCCC3)c(-c3ccsc3)nc2c1,11,-1,3,-458,-2,-21,-15,-7
Cc1nn(C)c(C(=O)Nc2ccc(S(=O)(=O)NC34CC5CC(CC(C5)C3)C4)cc2)c1Br,-11,-11,-16,37,33,1,-9,-5
Cn1c2ccccc2c(=O)c2c(=O)n(Cc3ccco3)c(-c3ccc(F)cc3)nc21,5,-1,-6,-37,17,-4,1,18
COc1ccccc1NS(=O)(=O)c1cccc(C(=O)N(C)Cc2cccs2)c1,-3,11,-11,-11,11,1,4,-6
CCc1nnc(NC(=O)C2CC(=O)N(C3CCCC3)C2)s1 (stereo unspecified),5,4,4,5,1,-1,6,-9
CCOc1cc(CN2CCC(n3nccc3NC(=O)C3CC3)CC2)ccc1O,2,-7,-6,11,0,-1,-5,-3
COc1ccc(NC(=O)CSc2nnc(Cc3cccn3C)n2-c2ccc(F)cc2)cc1OC,1,-5,-17,-2,2,0,16,-3
C(=N\n1cnnc1)/c1ccc(-c2ccccc2)cc1,-2,-3,-29,1,5,2,-3,-4
COc1ccc(C2(C(=O)Nc3ccc(C(=O)O)cc3)CCOCC2)cc1,-1,1,0,27,-1,1,7,-7
Cc1ccc(N(CC(=O)NCC2CCCO2)C(=O)CCC(=O)Nc2nccs2)cc1C (stereo unspecified),2,-6,2,4,6,1,-3,6
CN(C)C(/C=C/Nc1cccc([N+](=O)[O-])c1)=C(C#N)C#N,-2,-3,-14,4,-6,-9,-3,-6
NCCCn1c(C(=O)c2cc(Cl)c(N)c(Cl)c2)c2ccc([N+](=O)[O-])cc2[n+]1[O-],15,13,1,11,34,17,0,0
COc1cc(/C=N/NC(=O)c2ccc(CN3C(=O)c4cccc5cccc3c45)cc2)cc(OC)c1O,16,-1,-15,-420,-2,-46,0,1
O=C(NCC1CCCO1)c1cccnc1Nc1ccccc1F (stereo unspecified),-6,-1,-44,14,-3,-2,1,-1
CCOC(=O)N1CCN(C(=O)CN(c2ccc(OC)c(OC)c2)S(C)(=O)=O)CC1,-26,-9,-7,26,9,1,-10,-4
COc1ccc(CC(=O)Nc2cccc(C(=O)NN3C(=O)c4ccccc4C3=O)c2C)cc1,-14,2,2,29,-3,3,-7,-1
CCn1cc(C(=O)Nc2cccc(C)c2)c(=O)c2ccc(C)nc21,-17,-10,-33,nt,4,nt,-5,-7
Cc1ccccc1CN(c1ccc(C(=O)Nc2cccnc2)cc1)S(C)(=O)=O,-4,-1,-2,13,13,2,10,-1
CC(=O)NCC(=O)NC(C(=O)Nc1ccc2c(c1)OCCO2)c1ccccc1 (stereo unspecified),-7,24,-10,27,-1,0,1,2
C/C(=N/N=C/c1ccccc1O)c1ccccc1O,-8,55*,60*,17,3,18,86*,-4
N#Cc1c(/N=C\c2ccc(O)c([N+](=O)[O-])c2)sc2c1CCCC2,-45,-3,-4,9,4,1,3,-6
CC(=O)N1c2ccc(S(=O)(=O)N3CCCC(C(=O)NCc4ccc(Cl)cc4)C3)cc2CC1C (stereo unspecified),3,-1,-9,11,11,1,-1,-5
COc1cccc(-n2nnc(S(=O)(=O)c3ccc(C)cc3)c2N)c1,-6,-2,-12,10,-8,-2,4,-2
CCC(Sc1nc(C)cc(=O)[nH]1)C(=O)Nc1nnc(C)s1 (stereo unspecified),-1,3,-11,15,7,-2,1,-1
CCOC(=O)C1CCN(C(=O)C2CCCN(S(=O)(=O)c3ccc(OCC)c(Cl)c3)C2)CC1 (stereo unspecified),-10,-9,-9,9,34,2,0,23
Cc1ccc(OCCC(=O)OC(C)C(=O)Nc2ccc(Cl)cn2)cc1 (stereo unspecified),-2,-1,-1,6,14,6,-1,-9
CCN(CC)c1ccc(/C=N\NC(N)=O)cc1,-13,-1,-28,-290,-12,2,4,-7
CCN1CCCC1CNC(=O)c1cc2c(OC)cccc2[nH]1 (stereo unspecified),7,-9,-11,-232,5,-32,-11,-7
OCC1C2c3ccccc3C(c3ccccc32)C1CO (stereo unspecified),-7,-3,-4,19,-12,0,-10,11
Cn1cccc1C(=O)NC(=O)COC(=O)CCNS(=O)(=O)c1ccc(Cl)cc1,3,8,2,-18,6,-2,7,-3
CCOC(OCC)c1ccc(/C=C\c2nccc(N)n2)cc1,4,-7,-20,-304,3,-1,4,-6
CCN(C(=O)COC(=O)CNS(=O)(=O)c1ccccc1)c1ccccc1,-6,-10,-25,6,9,-3,-7,-12
Cc1ccc(-c2ccc(SCC(=O)N3CCN(c4ccccc4)CC3)nn2)cc1,7,-1,2,12,-5,32*,5,-4
Cc1cccc(Oc2coc3cc(OC(=O)c4cc5ccccc5oc4=O)ccc3c2=O)c1,-18,3,0,-282,6,-4,0,1

Some of the entries so far, field by field.
OCC1C2c3ccccc3C(c3ccccc32)C1CO (stereo unspecified)
  UBC13 inh = -7; SENP8 block-2 = -3; SENP6 block = -4; SENP8 block-1 = 19; Apaf-1 inh = -12; SENP1 FRET inh = 0; SENP7 inh = -10; A3G deaminase = 11

CCN(C(=O)COC(=O)CNS(=O)(=O)c1ccccc1)c1ccccc1
  UBC13 inh = -6; SENP8 block-2 = -10; SENP6 block = -25; SENP8 block-1 = 6; Apaf-1 inh = 9; SENP1 FRET inh = -3; SENP7 inh = -7; A3G deaminase = -12

The listing continues:
SMILES,UBC13 inh,SENP8 block-2,SENP6 block,SENP8 block-1,Apaf-1 inh,SENP1 FRET inh,SENP7 inh,A3G deaminase
O=C(Cc1ccc(NS(=O)(=O)c2cccc(C(F)(F)F)c2)cc1)NCCN1CCOCC1,1,9,-2,6,-2,1,-12,-9
CCc1cccc(C)c1NC(=O)CSc1nc2ccc(N3C(=O)c4ccccc4C3=O)cc2s1,-9,3,-4,10,-12,1,3,-7
CCN(CC(=O)Nc1c(F)cccc1F)C(=O)C1CCN(C(=O)Nc2ccccc2)CC1,-3,-3,-11,14,12,-1,-6,-5
Cc1ccc(C(=O)O)cc1Nc1ncnc2sc3c(c12)CCC3,-5,-5,-12,-84,-13,-14,-3,3
CCCc1ccc(OCc2ccccc2)c2c(=O)cc(C(=O)OCC)oc12,-6,0,-37,15,14,-5,-4,-4
Cc1cc(NC(=O)CSCC(=O)Nc2cc(C(F)(F)F)ccc2N2CCOCC2)no1,-2,7,2,8,-3,0,5,-3
Oc1ccc(NC(=S)Nc2ccc(F)cc2)cc1,-9,-4,8,12,4,7,5,-1
C=CCNC(=O)NC(=O)COC(=O)COc1ccc(Br)cc1F,-9,-10,-13,34,8,7,-3,-2
Cc1cc(C)nc(SCC(=O)N(C)CC(=O)Nc2ccccc2Br)n1,2,4,-1,14,4,1,1,-11
O=C(NCc1ccc(Cl)cc1)c1ncn[nH]1,-7,8,2,1,-10,5,0,-1
O=C(CSc1ncn[nH]1)Nc1ccc2c(c1)OCCO2,11,7,7,2,1,2,11,1
Cc1ccc(OCC(=O)N(C)CC(=O)Nc2ccccc2Cl)c([N+](=O)[O-])n1,-7,-3,-16,26,-1,-2,-1,-4
CN(C)/C=C(\C(=O)c1ccc(Cl)cc1)c1nnnn1-c1ccc(Cl)cc1,-6,-10,-13,25,8,3,-13,-6
CN(CC(=O)NC(=O)NC1CCCCC1)c1ccccc1,4,1,-7,17,3,2,0,-3
O=C(Nc1cccc(C(F)(F)F)c1)c1ccc(N2CCNCC2)c([N+](=O)[O-])c1,22,-14,-34,26,12,4,-5,-4
COc1ccc(CN2CNc3nc4ccccc4n3C2)cc1,-1,-12,-8,8,13,2,-9,-8
O=C(Nc1cccc(-c2cscn2)c1)C1CCN(Cc2ccc(CO)o2)CC1,0,-3,-6,-8,-7,-3,12,-3
O=C(Nc1nnc(-c2ccc(F)cc2)s1)C1CCN(S(=O)(=O)c2ccc(Cl)cc2)CC1,1,-6,-6,1,-8,0,-3,-2
COc1ccccc1NC(=O)c1sc2ncn(Cc3ccc(C)cc3)c(=O)c2c1C,-1,0,-18,-29,2,-22,9,2
O=C(N/N=C\c1cccc(OC(=O)c2ccco2)c1)c1ccc2c(c1)OCO2,-14,2,30,13,0,2,14,20
O=c1c2ccccc2nc(/C=C/c2ccc(Br)cc2)n1CCCO,12,43,11,-51,25,0,-6,-5
CC1(C)CC(C)(c2ccc(O)cc2O)N(c2cccc(Cl)c2)C(=S)N1 (stereo unspecified),-2,1,-10,12,16,-10,4,-4
O=C(CN(C(=O)c1nsc(Cl)c1Cl)c1ccc(F)cc1)NC1CCCC1,7,4,-7,7,6,-2,-1,-7
CCOc1cc(N2CCOCC2)c(OCC)cc1NC(=O)CN1C(=O)NC2(CCCCCCC2)C1=O,-1,-1,-16,11,0,0,0,-7
O=C(CN(CCc1ccccc1)C(=O)CN1C(=O)COc2ccccc21)NCc1ccco1,8,-2,-9,8,-14,4,-7,-8
O=[N+]([O-])c1ccc(OCCN2CCNCC2)cc1,-11,3,-6,-9,1,-1,5,-6
Cc1ccc(Nc2cc(C)nc(NCc3ccccc3)n2)cc1,56*,-3,-11,-1,0,-4,7,-5
O=C(CNc1cccc(S(=O)(=O)N2CCCCC2)c1)Nc1ccccc1F,-1,2,2,-3,15,1,2,-7
COc1ccc(CNC(=O)C/C(C)=N/NC(=O)COc2ccccc2)cc1,-8,1,-21,7,-16,-1,4,-12
CCOc1ccc(C2c3[nH]c4ccccc4c3CCN2CCCn2cccn2)cc1 (stereo unspecified),4,-3,-2,-172,10,-39,2,-4
COc1cc(-c2nnc(NC(=O)c3ccc(S(=O)(=O)N4CCOCC4)cc3)o2)cc(OC)c1OC,-17,-1,14,nt,-16,nt,-2,-4
CCOC(=O)C1=C(C)NC(C)=C(C(=O)OCC)C1C(=O)OCC(N)=O,8,-2,-10,-281,3,-2,8,-5
COC(=O)C1=C(C(=O)c2ccccc2)C(c2ccccc2)n2nnnc2N1 (stereo unspecified),0,2,5,24,-11,4,21,3
CC(C)c1ccc(NC2CCCN(C(=O)c3ccccc3-c3ncc[nH]3)C2)cc1 (stereo unspecified),-3,-1,-2,15,8,0,1,3
O=C(OCc1ccccc1Cl)c1cc([N+](=O)[O-])ccc1N1CCOCC1,-4,6,-8,16,14,-1,-3,-1
CCOc1ccc(N(C(C)=O)C2C=CS(=O)(=O)C2)cc1 (stereo unspecified),-2,9,-8,2,-12,3,-4,-7
Fc1ccc(-c2cnc(-c3cccs3)o2)cc1,19,1,-19,-314,8,-14,21,-4
C/C(Cl)=C\Cn1c(O)c(N=NC(N)=S)c2cc(Br)ccc21,-7,-9,-13,17,10,5,-4,-5
CC1=CC(c2ccccc2)n2nc(NC(=O)CCC(=O)O)nc2N1 (stereo unspecified),24,2,-15,-479,-13,-54,7,0
Cc1ccc(S(=O)(=O)N(C)C)cc1NC(=S)Nc1ccc2cn[nH]c2c1,9,6,8,-40,8,-1,16,-15

Screening results as filed in PubChem BioAssay.
